Compound activity (PubChem BioAssay)
AMA1-RON2 inh: qHTS for Inhibitors of AMA1-RON; Towards Development of Antimalarial Drug Lead: Primary Screen; 360,000 tested, 0.2% active; Plasmodium falciparum AMA1 (3D7) - RON2 peptide interaction; AlphaScreen AMA1-biotinylated RON2 peptide binding; Potency, µM (doses to about 58.2 µM), for the others: at the highest dose activity change, negative = inhibition, hits mostly inhibitors;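 further: potency means the concentration at half of the fitted maximal effect; 0% = vehicle wells and -100% = peptide control; nearly all actives have a fitted effect of over 45% in size; some results filed as inactive show a strong effect at the top dose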
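AMA1 (3D7) with his tag at 25 nM final met compounds first, then biotinylated RON2 peptide at 25 nM; detection used donor plus acceptor beads, 10 µg/mL apiece, read by AlphaScreen after 30 min at room temperature.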
Sm TGR block: qHTS Assay for the Inhibitors of Schistosoma Mansoni Peroxiredoxins | Schistosoma mansoni thioredoxin glutathione reductase (TGR), Q962Y6 | purified TGR, DTNB reduction, TNB absorbance 405 nm | Potency, µM (highest dose often 114 µM), for the others: at the top dose activity change, negative = inhibition, hits mostly inhibitors | 360,000 tested, 3% active; further: potency means the concentration at half of the fitted maximal effect; nearly all actives have a fitted effect of over 60% in size
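Kinetic colorimetric format: TGR-catalysed, NADPH-driven DTNB reduction monitored via TNB absorbance. Enzyme dispensed at 20 nM; compound exposure 15 min at room temperature before reaction start.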
AmpC no deterg: qHTS Inhibitors of AmpC Beta-Lactamase (assay without detergent); Potency, µM (highest dose often 57.1 µM), without a hit: at the top dose activity change, negative = inhibition, usual class: inhibitors; AmpC nitrocefin hydrolysis, absorbance 480 nm, 0.0001% Triton; 330,000 tested, 0.52% active; P00811;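 further: potency means the concentration at half of the fitted maximal effect; plate controls were no compound for no effect and no enzyme for full effect; nearly all actives have a fitted effect of over 20% in size; some results filed as inactive show a strong effect at the top dose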
Target sequence (P00811 whole entry, looked up): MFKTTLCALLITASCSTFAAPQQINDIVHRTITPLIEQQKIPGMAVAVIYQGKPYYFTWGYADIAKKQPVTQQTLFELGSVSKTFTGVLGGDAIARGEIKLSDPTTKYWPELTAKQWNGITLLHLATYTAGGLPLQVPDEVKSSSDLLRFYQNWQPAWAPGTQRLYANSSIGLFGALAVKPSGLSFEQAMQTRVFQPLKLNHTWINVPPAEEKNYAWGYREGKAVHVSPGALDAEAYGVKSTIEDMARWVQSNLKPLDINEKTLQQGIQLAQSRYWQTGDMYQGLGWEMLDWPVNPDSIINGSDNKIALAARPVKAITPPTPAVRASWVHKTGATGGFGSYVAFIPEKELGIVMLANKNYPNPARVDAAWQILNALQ
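AmpC (5.3 nM in the dispensed reagent) in 20 mM phosphate pH 7.0 with 0.01% (detergent screen) or 0.0001% Triton X-100 was preincubated with compounds for 15 min at room temperature. Nitrocefin was then added from an 800 uM solution, and hydrolysis was followed at 480 nm.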
HCMV inh: qHTS Assay for inhibitors of the human cytomegalovirus (HCMV) | 410,000 tested, 4.5% active | activity change, negative = inhibition, % at 57.5 µM | HFF cells, HCMV-luciferase reporter, 72 h; active compounds read low; in the data active means activity change below about -60%; inconclusive means no clear call, values can overlap the other calls; inactive means above about -39%
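Inhibition of viral replication was scored as loss of reporter luminescence in HFFs infected with HCMV-luciferase (MOI 1 PFU/cell) for 72 h; compounds tested at 2 doses, normalized to buffer and Salinomycin controls.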
LmPK inh: qHTS Assay for Inhibitors of Leishmania Mexicana Pyruvate Kinase (LmPK); Q27686; purified LmPK, Kinase-Glo ATP luminescence, 1 h; Potency, µM (series often up to 57.5 µM), without a hit: top-dose activity change, negative = inhibition, most hits filed as inhibitors; 290,000 tested, 0.37% active; AID 1721, 2009; further: potency means the concentration at half of the fitted maximal effect
Target sequence (Q27686 whole entry, looked up): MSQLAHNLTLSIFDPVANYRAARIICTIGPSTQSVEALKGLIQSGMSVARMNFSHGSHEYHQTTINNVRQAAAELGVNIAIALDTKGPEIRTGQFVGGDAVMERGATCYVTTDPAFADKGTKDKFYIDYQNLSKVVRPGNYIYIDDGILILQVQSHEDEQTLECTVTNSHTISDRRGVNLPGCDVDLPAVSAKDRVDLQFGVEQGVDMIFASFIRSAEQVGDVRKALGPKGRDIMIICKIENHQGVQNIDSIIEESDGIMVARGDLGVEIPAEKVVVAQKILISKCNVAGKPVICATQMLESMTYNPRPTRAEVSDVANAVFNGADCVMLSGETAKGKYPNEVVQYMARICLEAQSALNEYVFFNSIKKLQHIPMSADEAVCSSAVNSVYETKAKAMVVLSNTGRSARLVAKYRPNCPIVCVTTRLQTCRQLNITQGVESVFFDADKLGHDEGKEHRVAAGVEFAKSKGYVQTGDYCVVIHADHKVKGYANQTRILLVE
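ATP generated from ADP (0.1 mM) and PEP (0.5 mM) by 0.1 nM LmPK over 1 h at room temperature (pH 7.2 imidazole buffer) was detected by coupled luciferase luminescence. Values were normalized to uninhibited and no-enzyme wells.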
Tb PYK inh: qHTS of Trypanosoma Brucei Inhibitors; pyruvate kinase (Trypanosoma brucei), Q57TT1; TbPYK enzyme, Kinase-Glo Plus ATP luminescence, 45 min; Potency, µM (titrated, usually from 76.8 µM), for inactives: at the highest dose activity, negative = inhibition, actives largely listed as inhibitors; 410,000 tested, 0.12% active; further: potency means the concentration at half of the fitted maximal effect; nearly all actives have a fitted effect of over 50% in size
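Activity of T. brucei pyruvate kinase was followed by Kinase-Glo Plus luminescence after the enzyme reacted 45 min at room temperature with 130 uM ADP (final) and substrate. Test compounds were added before ADP at multiple concentrations.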
AmpC detergent: qHTS Inhibitors of AmpC Beta-Lactamase (assay with detergent) | Potency, µM (doses to about 114 µM), for the others: at the highest dose activity change, negative = inhibition, most hits filed as inhibitors | AmpC hydrolysis of nitrocefin, absorbance 480 nm, 0.01% Triton | 370,000 tested, 0.041% active | P00811;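 further: potency means the concentration at half of the fitted maximal effect; 0% = no-compound wells and -100% = no-enzyme wells; nearly all actives have a fitted effect of over 25% in size; some results filed as inactive show a strong effect at the top dose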
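AmpC (5.3 nM in the dispensed reagent) in 20 mM phosphate pH 7.0 with 0.01% (detergent screen) or 0.0001% Triton X-100 was preincubated with compounds for 15 min at room temperature. Nitrocefin was then added from an 800 uM solution, and hydrolysis was followed at 480 nm.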
* marks the source's active call; other numbers are inactive results; [ ] = remark or other dose. Unless noted, the call rests on the fitted dose curve; in most records, active means well fitted curve in the direction sought with a large enough effect; inconclusive means small, poorly fitted or top-dose-only effect, or another doubt; inactive means no such curve, though single readings can be large; an effect the other way counts as inactive or inconclusive. Unless noted, on the % scale 0 is the no-effect control and ±100 the full control effect.

Sample of the layout, 4 compounds:
What do the screens show for `CN1CCC/C1=C1/C(=O)N(c2ccccc2)N=C1NC(=O)Nc1cccc(Cl)c1`?
AMA1-RON2 inh: 15%; Sm TGR block: 10%; AmpC no deterg: 37%; HCMV inh: -28; LmPK inh: 8%; Tb PYK inh: -25%; AmpC detergent: 0%

What do the screens show for `O=C(CSCc1cccc(Cl)c1)NCc1ccc2c(c1)OCO2`?
AMA1-RON2 inh: -2%; Sm TGR block: 1%; AmpC no deterg: -24%; HCMV inh: 4; LmPK inh: 1%; Tb PYK inh: -6%; AmpC detergent: -2%

What do the screens show for `c1ccc2c(c1)OCCOCCOc1ccccc1OCCOCCO2`?
AMA1-RON2 inh: -6%; Sm TGR block: 5%; AmpC no deterg: -38%; HCMV inh: 1; LmPK inh: 3%; Tb PYK inh: 7%; AmpC detergent: inconclusive

Results for Cc1ccc(S(=O)(=O)NCC(=O)Nc2cccc([N+](=O)[O-])c2)cc1 ?
AMA1-RON2 inh: 21%; AmpC no deterg: -33%; HCMV inh: 136; LmPK inh: 3%; Tb PYK inh: 6%; AmpC detergent: 3%

The list itself, repeating the preview:
What do the screens show for `CN1CCC/C1=C1/C(=O)N(c2ccccc2)N=C1NC(=O)Nc1cccc(Cl)c1`?
AMA1-RON2 inh: 15%; Sm TGR block: 10%; AmpC no deterg: 37%; HCMV inh: -28; LmPK inh: 8%; Tb PYK inh: -25%; AmpC detergent: 0%

What do the screens show for `O=C(CSCc1cccc(Cl)c1)NCc1ccc2c(c1)OCO2`?
AMA1-RON2 inh: -2%; Sm TGR block: 1%; AmpC no deterg: -24%; HCMV inh: 4; LmPK inh: 1%; Tb PYK inh: -6%; AmpC detergent: -2%

What do the screens show for `c1ccc2c(c1)OCCOCCOc1ccccc1OCCOCCO2`?
AMA1-RON2 inh: -6%; Sm TGR block: 5%; AmpC no deterg: -38%; HCMV inh: 1; LmPK inh: 3%; Tb PYK inh: 7%; AmpC detergent: inconclusive

Results for Cc1ccc(S(=O)(=O)NCC(=O)Nc2cccc([N+](=O)[O-])c2)cc1 ?
AMA1-RON2 inh: 21%; AmpC no deterg: -33%; HCMV inh: 136; LmPK inh: 3%; Tb PYK inh: 6%; AmpC detergent: 3%

Results for CSCCC(NS(=O)(=O)/C=C/c1ccccc1)C(=O)O (stereo unspecified) ?
AMA1-RON2 inh: -1%; Sm TGR block: -15%; AmpC no deterg: -14%; HCMV inh: -37; LmPK inh: -2%; Tb PYK inh: 2%; AmpC detergent: -14%

How did O=C(OCc1nc2ccccc2s1)c1ccccc1O do in these assays?
AMA1-RON2 inh: 50%[activator]; Sm TGR block: -16%; AmpC no deterg: -17%[11.4 µM]; HCMV inh: -24; LmPK inh: inconclusive; Tb PYK inh: 5%; AmpC detergent: -13%

What do the screens show for `CCC(C(=O)NC(C)(C)C)N(Cc1ccco1)C(=O)CNS(=O)(=O)c1ccc(OC)cc1` (stereo unspecified)?
AMA1-RON2 inh: -12%; Sm TGR block: 4%; AmpC no deterg: 23%; HCMV inh: -37; LmPK inh: 2%; Tb PYK inh: -1%; AmpC detergent: 3%

Results for Cc1ccc(NC(=O)COC(=O)c2ccc(Cl)cc2)cc1S(=O)(=O)N(C)C ?
AMA1-RON2 inh: -3%; Sm TGR block: 1%; AmpC no deterg: -29%; HCMV inh: 16; LmPK inh: 8%; Tb PYK inh: -4%; AmpC detergent: 6%

Results for Cc1cc(SCC(=O)N(CC(C)C)c2c(N)n(CC(C)C)c(=O)[nH]c2=O)nc2ccccc12 ?
AMA1-RON2 inh: 32%[activator]; Sm TGR block: 3%; AmpC no deterg: -11%; HCMV inh: 12; Tb PYK inh: -30%; AmpC detergent: inconclusive

Results for CCC(=O)Nc1ccc(C(=O)OCc2ccccc2)cc1 ?
AMA1-RON2 inh: 5%; Sm TGR block: 11%; AmpC no deterg: -15%; HCMV inh: -15; LmPK inh: -3%; Tb PYK inh: 10%; AmpC detergent: 1%

Results for COc1cccc(C(=O)/C=C/c2ccc(N3CCCCC3)c([N+](=O)[O-])c2)c1 ?
AMA1-RON2 inh: 5µM*; Sm TGR block: 3%; AmpC no deterg: -28%; HCMV inh: -4; LmPK inh: -4%; Tb PYK inh: 0%; AmpC detergent: -4%

Results for CC(CCC(=O)O)C1CC[C@@]2(C)C3C(=O)CC4C(C)(C)C(O)CC[C@]4(C)C3C(=O)C[C@]12C (stereo partly specified) ?
AMA1-RON2 inh: -5%; Sm TGR block: 1%; AmpC no deterg: -27%; HCMV inh: 38; LmPK inh: -1%; Tb PYK inh: 0%; AmpC detergent: inconclusive

How did CCOC(=O)c1c(-c2ccc(C)o2)csc1NC(=O)COC(=O)c1ccc(NC(N)=O)cc1 do in these assays?
AMA1-RON2 inh: -19%; Sm TGR block: 10µM*; AmpC no deterg: -28%; HCMV inh: -24; LmPK inh: 5%; Tb PYK inh: 0%; AmpC detergent: 7%

What do the screens show for `Cn1c(=O)c2ccccc2n2c(CCl)nnc12`?
AMA1-RON2 inh: -5%; Sm TGR block: 32µM*; AmpC no deterg: -10%; HCMV inh: -12; LmPK inh: 0%; Tb PYK inh: -14%; AmpC detergent: -14%

Results for Cc1cc(C(=O)OCC(=O)Nc2cccc(S(N)(=O)=O)c2)c(C)o1 ?
AMA1-RON2 inh: -8%; AmpC no deterg: -24%; HCMV inh: -1; Tb PYK inh: -3%

What do the screens show for `Cc1cc(NS(=O)(=O)c2ccc(NC(=O)CSc3nc4ncccc4[nH]3)cc2)nc(C)n1`?
AMA1-RON2 inh: -4%; Sm TGR block: -25%; AmpC no deterg: -6%; HCMV inh: 0; LmPK inh: -12%; Tb PYK inh: -8%; AmpC detergent: 3%

Results for Cn1cc(/C=C2\SC(=O)N(c3ccc(O)cc3)C2=O)c2ccccc21 ?
AMA1-RON2 inh: -9%; Sm TGR block: -4%; AmpC no deterg: -48%; HCMV inh: -27; LmPK inh: 5%; Tb PYK inh: 0%; AmpC detergent: 0%

How did CNc1c(NS(=O)(=O)c2ccc(F)c(Cl)c2)c(=O)oc2ccccc12 do in these assays?
AMA1-RON2 inh: 1%; Sm TGR block: 0%; AmpC no deterg: -27%; HCMV inh: -30; LmPK inh: -3%; Tb PYK inh: 0%; AmpC detergent: -8%

How did c1ccc(CNc2ncnc3nc[nH]c23)nc1 do in these assays?
AMA1-RON2 inh: 62%[activator]; Sm TGR block: 1%; AmpC no deterg: -3%; HCMV inh: -18; LmPK inh: -2%; Tb PYK inh: 0%; AmpC detergent: -12%

Results for CCOC(=O)CCn1cnc2onc(-c3cc(OC)ccc3Cl)c2c1=O ?
Sm TGR block: 1%; HCMV inh: 4; Tb PYK inh: 2%; AmpC detergent: -2%

How did O=C(c1cc(-c2ccccc2Cl)nc2ccccc12)N1CCC1 do in these assays?
AMA1-RON2 inh: -12%; Sm TGR block: 0%; AmpC no deterg: -1%; HCMV inh: -10; Tb PYK inh: -2%; AmpC detergent: -13%

Results for CS(=O)(=O)N1CCN(C(=O)c2cccnc2)CC1 ?
AMA1-RON2 inh: 0%; Sm TGR block: 5%; AmpC no deterg: -5%; HCMV inh: -9; LmPK inh: -2%; Tb PYK inh: 1%; AmpC detergent: -2%

What do the screens show for `C=CCn1c(C)cc(C(=O)COC(=O)CCc2cc(OC)c(OC)c(OC)c2)c1C`?
AMA1-RON2 inh: -13%; AmpC no deterg: 65%[activator]; HCMV inh: -12; Tb PYK inh: 7%

Results for CCS(=O)(=O)N1CCc2cc(C(=O)NCc3ccc(OC)cc3)ccc21 ?
Sm TGR block: -4%; HCMV inh: 22; Tb PYK inh: -8%; AmpC detergent: 22%

Results for CN(CC(=O)Nc1ccc(Cl)c(C(F)(F)F)c1)CC(=O)NC1CCCCC1 ?
AMA1-RON2 inh: 11%; Sm TGR block: -2%; AmpC no deterg: 107%[activator]; Tb PYK inh: -8%; AmpC detergent: 5%

What do the screens show for `CCOC(=O)c1nn(-c2ccccc2)cc1O`?
AMA1-RON2 inh: 3%; Sm TGR block: 3%; AmpC no deterg: -12%; HCMV inh: 117; LmPK inh: -6%; Tb PYK inh: -5%; AmpC detergent: -8%

How did O=C(CSc1nnc(-c2ccc(F)cc2)o1)Nc1ccc(S(=O)(=O)N2CCCCCC2)cc1 do in these assays?
AMA1-RON2 inh: -5%; Sm TGR block: -20%; AmpC no deterg: -37%; HCMV inh: -84*; LmPK inh: 3%; Tb PYK inh: 2%; AmpC detergent: inconclusive

How did CCc1ccc(NS(=O)(=O)c2c(C(=O)N3CCOCC3)c(C)n(C)c2C)cc1 do in these assays?
AMA1-RON2 inh: -4%; Sm TGR block: -8%; AmpC no deterg: 38%; HCMV inh: 48; LmPK inh: 0%; Tb PYK inh: -1%; AmpC detergent: 3%

How did N#CC1=C(SCC(N)=O)NC(=O)CC1c1cccc2ccccc12 (stereo unspecified) do in these assays?
AMA1-RON2 inh: -7%; HCMV inh: 0; Tb PYK inh: 5%

What do the screens show for `CC(C)(C)c1ccc(-c2n[nH]c(=S)n2/N=C/c2ccncc2)cc1`?
AMA1-RON2 inh: 59%[activator]; Sm TGR block: -4%; AmpC no deterg: -55%; HCMV inh: 7; LmPK inh: -4%; Tb PYK inh: inconclusive; AmpC detergent: -7%

Results for COc1ccc(-c2cn3nc(N4CCC(C(=O)NCc5ccc(F)cc5)CC4)sc3n2)cc1 ?
Sm TGR block: 0%; HCMV inh: 0; Tb PYK inh: 0%[15.4 µM]; AmpC detergent: 12%

Results for Cc1cc(C)c(NC(=O)c2cccc(NC(=O)c3ccco3)c2)c(C)c1 ?
AMA1-RON2 inh: 0%; Sm TGR block: -8%; AmpC no deterg: -32%; HCMV inh: 5; LmPK inh: -2%; Tb PYK inh: -7%; AmpC detergent: -2%
